Pemphigus Ab inh – human desmoglein-3 autoantibody binding inhibition; 310,000 compounds, 0.48% hits; binding (percent of control), % at 10 µM; P32926; DSG3-coupled beads, scFv-anti-DSG3-GFP binding, flow cytometry; active compounds read low; AID 588358;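 active = binding more than 3 SD below its plate's average and above zero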;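 also: hits lower antibody fragment binding to DSG3; some compounds called inactive have numbers as strong as hits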
MITF TRPM1 HTS – increases MITF-driven TRPM1 promoter luciferase signal; SK-MEL-5 TRPM1-promoter luciferase, 24 h; % of positive control, neutral wells = 0; 300,000 compounds, 0.75% hits; activation, % at 12.5 µM; AID 588334;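 active = mean activation of at least 80% with every replicate also reaching 80%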;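 also: 0% = neutral control wells and 100% = parthenolide positive control wells; values of inactives mirror those of a sister screen read the other way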
PKA-R1A activ – activators of PKA-R1A complex | P00514+P68181 | PKA-R1A dissociation, Cy5-IP20 fluorescence polarization; scaled: DMSO 0%, 113 µM cGMP 100% | activation, % at 11.4 µM | 340,000 compounds, 0.083% hits | AID 504707;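 active = percent activation above the mean of all tested compounds plus 3 SD, cut at about 19% in these data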;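 also: higher means more PKAc released from R1A so a rise in polarization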
SR-BI uptake up – SR-BI HDL lipid transfer activation; AID 504775; CHO ldlA[mSR-BI] cells, DiI-HDL uptake fluorescence, 3 h; 100 = double the neutral-control signal; activation, % at 12.5 µM; 320,000 compounds, 0.096% hits;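 active = mean replicate activation of at least 60% and every replicate at or above 60%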;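 also: 0% = median plate neutral-control signal and 100% = twice that signal; values of inactives mirror those of a sister screen read the other way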
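System: LDL receptor-deficient CHO ldlA cells overexpressing murine SR-BI | Timing: 3 h uptake period with compound, 37 °C | Medium: HEPES-buffered (25 mM, pH 7.4) F12 plus 0.5% BSA | Dosing: Single-point compound dose | Signal: Bottom-read fluorescence, 550/595 nm | Read-out: Retained DiI signal reflecting DiI-HDL uptake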
SR-BI HDL uptake – mouse SR-BI HDL lipid transfer inhibition | AID 488896 | Q61009 | ldlA[mSR-BI] CHO cells, DiI-HDL uptake fluorescence, 3 h | 320,000 compounds, 0.96% hits | inhibition, % at 12.5 µM;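 active = mean replicate inhibition of at least 70% and a set share of replicates each scoring 70 or more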;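 also: 0% = median of neutral control wells and 100% = median of positive control wells; values of inactives mirror those of a sister screen read the other way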
SUMO Mot1 rescue – inhibitors of SUMOylation pathway: yeast Mot1-301 growth rescue; S. cerevisiae Mot1-301 growth rescue, ATP luminescence, 38.5C; percent above DMSO median, 100 means doubled; 320,000 compounds, 1% hits; growth rescue, % at 18.8 µM;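 active = every valid replicate shows activation above 250% relative to neutral control wells; inactive = the rest, any valid replicate at or below 250%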;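 also: OY570 slx delta 5 strain wells were the positive control but not used for scaling; some compounds called inactive have numbers as strong as hits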
PKA-R2B act – PKA-R2B complex activation | 340,000 compounds, 0.079% hits | P22694+P31323 | AID 504700 | activation, % at 11.4 µM | PKA-R2B holoenzyme dissociation, Cy5-IP20 fluorescence polarization; R2B truncated from residue 108, S112A mutant; 0% DMSO only, 100% 113 µM cGMP;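 active = activation above a cutoff set at the mean over all compounds plus 3 SD, cut at about 18% in these data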;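 also: higher means more holoenzyme dissociation and a rise in polarization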
dFosB act – mouse delta FosB homodimer activation. P13346. purified delta FosB, TAMRA-CDK5 oligo fluorescence polarization; percent of positive-control signal above neutral wells. activation, % at 25 µM. 340,000 compounds, 0.99% hits. AID 493131;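 active = mean activation above about 17%, with every replicate also reaching it, limit read from the data, passing the limit was not always enough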;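 also: fluorescence polarization rise as delta FosB binds a TAMRA Cdk5 AP-1 oligo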
Target sequence (P13346 whole entry, looked up): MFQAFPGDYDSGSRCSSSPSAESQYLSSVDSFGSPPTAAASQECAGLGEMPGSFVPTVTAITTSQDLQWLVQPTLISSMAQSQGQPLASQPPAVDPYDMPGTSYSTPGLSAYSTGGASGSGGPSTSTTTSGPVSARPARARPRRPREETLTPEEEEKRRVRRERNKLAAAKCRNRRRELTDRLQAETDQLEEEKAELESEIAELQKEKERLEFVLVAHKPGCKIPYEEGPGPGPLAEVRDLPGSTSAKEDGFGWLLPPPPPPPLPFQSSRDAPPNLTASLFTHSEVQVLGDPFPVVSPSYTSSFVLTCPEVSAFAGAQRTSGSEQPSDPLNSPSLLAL
CDK5 p35 inh – blocks human CDK5/p35 kinase activity; Q00535+Q15078; Recombinant CDK5/p35, ADP-Glo luminescence, 60 min; inhibition, % at 10 µM; 330,000 compounds, 0.01% hits; AID 488839;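 active = highest replicate inhibition of at least 50% and at least 75% of replicates reaching 50%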;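 also: plate controls were DMSO neutral control for no effect and GW8510 at 10 µM for full effect; many of its hits are not listed in these tables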
Target sequence (Q00535 whole entry, looked up): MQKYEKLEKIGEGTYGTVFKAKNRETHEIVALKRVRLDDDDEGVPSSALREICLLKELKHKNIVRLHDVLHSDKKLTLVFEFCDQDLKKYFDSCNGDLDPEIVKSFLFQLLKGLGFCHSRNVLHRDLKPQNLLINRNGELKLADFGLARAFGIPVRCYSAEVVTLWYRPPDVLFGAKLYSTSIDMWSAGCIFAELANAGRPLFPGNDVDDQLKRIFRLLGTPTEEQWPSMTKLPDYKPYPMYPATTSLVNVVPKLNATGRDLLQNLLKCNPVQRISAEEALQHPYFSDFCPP
Target sequence (Q15078 whole entry, looked up): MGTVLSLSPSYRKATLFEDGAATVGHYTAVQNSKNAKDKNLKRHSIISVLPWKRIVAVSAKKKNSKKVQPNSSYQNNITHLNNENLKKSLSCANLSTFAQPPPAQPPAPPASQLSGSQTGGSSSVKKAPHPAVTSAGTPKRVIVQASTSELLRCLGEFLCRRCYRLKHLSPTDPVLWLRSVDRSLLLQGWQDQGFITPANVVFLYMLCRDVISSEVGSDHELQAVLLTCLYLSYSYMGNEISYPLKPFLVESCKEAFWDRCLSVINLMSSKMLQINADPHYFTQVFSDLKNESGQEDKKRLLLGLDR
NSD2 inh – NSD2 (human) methyltransferase inhibition | O96028 | NSD2 peptide methylation, AlphaScreen, 120 min | inhibition, % at 12.5 µM | 310,000 compounds, 0.54% hits | AID 743445; in the data active = inhibition above about 50%
Arrestin-AP2 inh – inhibitors of human beta-arrestin and AP2 interaction. AID 504490. FITC-arrestin peptide / GST-AP2 beads, flow cytometry; AP2 beta2 appendage carries R879A mutation. 340,000 compounds, 0.31% hits. inhibition, % at 10 µM;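 active = inhibition above a set limit, near 3 SD of compounds lacking own fluorescence, cut at about 54% in these data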;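 also: plate controls were DMSO wells for no effect and 5 µM unlabelled arrestin peptide for full effect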
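System: GST-AP2 R879A glutathione beads | Also added: FITC-arrestin peptide, 50 nM | Times: 12 min plus 1 h, RT | Signal: Bead flow cytometry, FITC channel | Buffer or medium: PBS with 0.05% Tween 20 and 0.1% BSA | Read-out basis: Percent drop in bead-associated FITC signal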
Starred values were filed as active, the others as inactive; i = inactive; . = no result given. Rows are unselected; overall some 4.7% were active at least once.

SMILES	Pemphigus Ab inh	MITF TRPM1 HTS	PKA-R1A activ	SR-BI uptake up	SR-BI HDL uptake	SUMO Mot1 rescue	PKA-R2B act	dFosB act	CDK5 p35 inh	NSD2 inh	Arrestin-AP2 inh
O=C(Cn1nc(-c2cccc(Cl)c2)ccc1=O)NCC1COCCO1 (centres undefined)	100	-2	-4	1	-1	-3	-16	0	1.3	1	-11
Cc1c(O)c(=O)ccn1Cc1ccccc1	101	-13	-1	18	-18	18	-5	-4	-1.0	.	.
CCOC(=O)c1c(NC(=O)CN2CCOCC2)sc2c1CCCC2	105	-3	-12	-18	18	-1	-4	-3	-0.6	3	7
CCN(CC)CCCNC(=O)c1ccccc1C	133	-1	-2	37	-37	401	-11	-4	4.8	1	1
O=C(COC(=O)CNC(=O)c1ccc(Cl)cc1Cl)NNC(=O)c1ccccc1	97	4	-6	28	-28	-9	-4	-1	-1.2	-4	-2
C/C(=C\c1ccccc1)C1NC(=O)c2c(sc3c2CCCC3)N1 (centres undefined)	85	12	-6	-29	29	-11	-19	-13	-0.8	.	1
O=C(COC(=O)c1cc(=O)[nH]c2ccccc12)Nc1ccc(Cl)cn1	103	-9	-3	20	-20	53	-17	19*	-0.4	-1	0
COc1ccc(C(=O)N/C(=C/c2cccnc2)C(=O)N2CCOCC2)cc1OC	.	-12	1	16	-16	-15	2	-4	-1.3	-1	4
C=CCn1nnnc1SCC(=O)Nc1cccc(C(F)(F)F)c1	103	0	-11	11	-11	6	-4	2	-1.2	-1	45
CCOC(=O)Cc1csc(NC(=O)CSc2nnc(-c3ccncc3)o2)n1	98	3	.	6	-6	-13	.	-1	-0.5	-2	40
CCOC(=O)c1sc(NC(=O)c2ccco2)nc1C	95	26	8	-9	9	-15	1	4	-1.7	-1	-3
COc1ccc(COCC(O)CN(Cc2ccco2)Cc2ccccc2O)cc1 (centres undefined)	98	21	-3	-15	15	-1	-6	-3	0.9	.	3
Cc1cc2c(OCC(O)CN3CCCCC3)cccc2[nH]1 (centres undefined)	100	-15	-1	21	-21	-5	0	1	-0.2	-3	4
O=C(NCCN1CCOCC1)c1ccc(N2CCCC2)c([N+](=O)[O-])c1	87	1	-13	1	-1	-1	-8	5	1.0	3	-58
CN(C(=O)COc1ccc(Cl)cc1)C1(C)CCS(=O)(=O)C1 (centres undefined)	106	-9	8	12	-12	-3	3	0	1.2	-1	-7
Cc1nn(CC(=O)NCc2cccs2)c(=O)c2nn(-c3ccccc3)c(C)c12	96	-6	-6	7	-7	-20	1	-7	-2.9	-2	0
CC(=O)N1N=C(c2ccccc2)CC1c1cccc([N+](=O)[O-])c1 (centres undefined)	119	.	8	-25	25	-2	9	1	0.9	1	1
COc1ccc(-c2c(C)nn3c(C)cc(C)nc23)cc1	107	15	-8	-36	36	519*	-9	-5	0.3	-1	6
O=C(Oc1ccc2cccc(OC(=O)N3CCOCC3)c2c1)N1CCOCC1	.	6	-5	19	-19	-14	1	-7	0.9	-1	1
Cc1cc(C)n(-c2ccc(NC(=O)C3CCCCN3Cc3cccc4c3OCO4)cc2)n1 (centres undefined)	101	-12	3	-89	89*	.	-8	-1	0.3	-1	-6
CN(CC(=O)Nc1cccc2c1CCCC2)S(=O)(=O)c1ccccc1	103	-3	-1	-10	10	-2	-3	-3	0.2	-7	7
Nn1c(SCC(=O)Nc2ccc3c(c2)OCO3)nnc1-c1ccncc1	96	5	-6	-8	8	-20	1	-5	-2.9	1	-5
O=C(Cc1ccc([N+](=O)[O-])cc1)c1ccccc1	.	41	1	-12	12	.	-4	1	-0.7	-1	12
Cc1cc(C)cc(NC(=O)Nc2cccnc2)c1	93	.	-2	22	-22	8	8	1	-0.2	-5	-8
CC(=O)Nc1sc2c(c1C#N)CCC(C)C2 (centres undefined)	98	15	2	-22	22	-2	-11	-4	-0.1	2	-22
O=C1CCCc2ccccc2N1Cc1cccc(Cl)c1	99	.	-23	.	.	-6	2	-8	-0.7	2	-6
C[C@@]12C(=O)N(CC3CCCO3)CC(=O)N1[C@H]1c3ccccc3OC[C@@H]1[C@@H]2c1ccccc1 (some centres undefined)	103	9	3	0	2	50	-7	-2	1.8	.	8
CCOC(=O)c1cnn(CC2CCCCC2)c1N	111	18	-5	6	-6	-19	-4	-8	0.6	-3	1
S=C(NCCN1CCOCC1)Nc1ccc(Cl)c(Cl)c1	99	2	-5	-5	5	2	-6	-11	2.4	1	-11
O=C(NC1CCCCC1)N1CCCC(c2nc(-c3ccc(S(=O)(=O)N4CCCC4)cc3)no2)C1 (centres undefined)	105	-23	-8	-18	18	-11	-7	-3	-1.8	4	-1
O=S(=O)(Nc1ccc2c(c1)CCC2)c1cccs1	101	.	-6	-9	9	-16	-10	-6	0.6	26	11
O=C(CSc1ccc(-c2ccccn2)nn1)NC1CCCCC1	97	1	-4	0	0	281	-5	-3	2.0	-2	11
CC(C)OCCCn1c(=S)[nH]c2cc3c(cc2c1=O)OCO3	100	.	10	-28	28	3	-6	-1	-3.0	2	-27
NNC(=O)C1CCCN1S(=O)(=O)c1ccc(Cl)cc1 (centres undefined)	106	0	-4	4	-4	0	-13	1	-5.4	1	10
COn1c(-c2ccccc2)c(C=O)c2ccccc21	109	-12	2	-4	4	22	-5	-6	-0.2	-2	17
COc1ccc(NC(=O)N(CCCN2CCOCC2)Cc2cccnc2)c(OC)c1	105	12	-19	-1	1	2	-23	-3	-2.4	.	0
Cc1ccc(CNC(=O)c2ccc([N+](=O)[O-])o2)cc1	93	-50	6	1	-1	-1	-13	1	0.7	3	-3
COCCn1c(Cc2ccccc2)nnc1SCC(=O)Nc1oc(C)c2c(C)n[nH]c(=O)c12	98	2	3	13	-13	-3	0	-4	1.8	-1	22
CCOc1ccccc1NC(=O)c1cc(S(=O)(=O)NCc2ccco2)ccc1F	92	4	5	-50	50	16	-11	-8	-1.6	-1	2
CC(C)(C)OC(=O)C[C@H]1C/C=C\C[C@@H](CC(=O)NCCO)C(=O)N2CCC[C@H]2COC1=O	102	-7	1	21	-21	-3	-6	-4	-2.3	.	5
O=C(CC12CC3CC(CC(C3)C1)C2)N/N=C/c1ccncc1	123	0	6	-16	16	17	0	0	0.5	1	0
Cc1ccc(NC(=O)c2c(C)noc2C)cc1	105	1	-2	29	-29	-13	-5	-1	-0.5	27	0
Cc1ccc(S(=O)(=O)CNC(=O)c2ccccc2)cc1	100	2	11	10	-10	0	-6	-11	-0.4	1	-2
CCCCn1c(SCC(=O)c2ccc3c(c2)OCCO3)nnc1-c1ccco1	117	-7	-7	.	.	-12	-5	-24	-1.3	0	4
COC(=O)c1sccc1NC(=O)c1cccc(F)c1	106	-21	4	16	-16	-1	-1	-11	0.0	0	-3

Entries of single compounds, quoted from the list.
CC(C)OCCCn1c(=S)[nH]c2cc3c(cc2c1=O)OCO3 is listed as Pemphigus Ab inh = 100; MITF TRPM1 HTS = .; PKA-R1A activ = 10; SR-BI uptake up = -28; SR-BI HDL uptake = 28; SUMO Mot1 rescue = 3; PKA-R2B act = -6; dFosB act = -1; CDK5 p35 inh = -3.0; NSD2 inh = 2; Arrestin-AP2 inh = -27
CCCCn1c(SCC(=O)c2ccc3c(c2)OCCO3)nnc1-c1ccco1 is listed as Pemphigus Ab inh = 117; MITF TRPM1 HTS = -7; PKA-R1A activ = -7; SR-BI uptake up = .; SR-BI HDL uptake = .; SUMO Mot1 rescue = -12; PKA-R2B act = -5; dFosB act = -24; CDK5 p35 inh = -1.3; NSD2 inh = 0; Arrestin-AP2 inh = 4

Other compounds
SMILES	Pemphigus Ab inh	MITF TRPM1 HTS	PKA-R1A activ	SR-BI uptake up	SR-BI HDL uptake	SUMO Mot1 rescue	PKA-R2B act	dFosB act	CDK5 p35 inh	NSD2 inh	Arrestin-AP2 inh
COC(=O)c1ccc(N2CCN(CC(=O)c3ccc(-c4ccccc4)cc3)CC2)c([N+](=O)[O-])c1	102	-17	-2	.	.	8	-2	-4	-1.7	.	20
CC(C)(C)c1ccc(/C=C/C(=O)O)s1	89	-8	-1	-4	4	5	2	-1	-7.2	-1	-4
CCCCCCCCCCCC1N=C(N)NC(CCCO)=C1C(=O)OC (centres undefined)	109	.	2	3	-3	.	-10	42*	3.6	11	36
Cc1cc(C)cc(C(=O)NC2C(=O)N3C(C(=O)O)=C(CSc4nnc(C)s4)CSC23)c1 (centres undefined)	102	-3	-9	8	-8	-8	-1	-3	2.5	-1	12
CCC(=O)Nc1ncc2c(n1)CC(c1ccco1)CC2=O (centres undefined)	106	8	-12	11	-11	7	-6	1	0.1	0	1
Cc1ccccc1-n1c(SCC(=O)c2cc(C)n(C)c2C)nnc1-c1cccnc1	83	-4	-15	-1	1	.	-6	1	1.4	7	-15
COc1ccc(Cl)cc1NC(=O)c1cccc([N+](=O)[O-])c1O	89	2	-1	-2	2	.	-4	-4	-1.9	6	-19
CCCc1nc(SCC(=O)N2CCN(c3ccccc3)CC2)c2c(=O)n(C)c(=O)n(C)c2n1	98	.	4	-67	67	13	5	-17	0.5	.	-1
CCOC(=O)Nc1cccc2ccccc12	105	15	5	16	-16	3	-5	-2	-7.0	-2	-6
CN1C(=O)C(CC(=O)NCCc2ccccc2)N(NC(=O)c2ccc(Cl)cc2)C1=S (centres undefined)	.	-10	2	11	-11	504	-19	-4	0.2	24	-23
O=C(c1ccc(Cl)cc1)C1CCN(C(=S)Nc2ccccc2)CC1	104	.	-14	-15	15	.	-3	4	1.4	1	11
CC(C)(C)c1cc(C(=O)Nc2ccc(F)cc2)n(Cc2ccc(F)cc2)n1	98	.	.	-19	19	3	.	3	0.1	-9	8
COc1ccc(-c2noc(N3CCC(C(=O)N4CCN(c5ccccn5)CC4)CC3)n2)cc1	.	-53	-5	-69	69	i	-3	-11	0.2	.	19
Cc1cc(=O)oc2cc(OC(=O)c3ccco3)ccc12	96	14	8	23	-23	.	4	-1	-1.7	2	-6
Nc1ncncc1-c1ccc(Cl)cc1	110	15	-2	5	-5	14	-1	-9	1.7	-2	13
CC(C)Oc1cccc(C(=O)NC(=S)N2CCN(c3ccc(C(F)(F)F)cc3[N+](=O)[O-])CC2)c1	100	-7	-15	-6	6	17	-4	-8	0.4	4	23
O=C1CN(C(=O)COc2ccc([N+](=O)[O-])cc2Cl)c2ccccc2N1	101	32	6	-18	18	-18	0	-10	-0.4	-2	3

Compound activity from PubChem.
